Assay outcomes deposited in PubChem by several laboratories.
PMI act satM6P: activators of human phosphomannose isomerase at near-saturating mannose 6-phosphate; AID 1216; 0.34% of 190,000 active; coupled PMI enzyme assay, resazurin fluorescence, 20 min; stronger effect = higher value; 1 = untreated enzyme, 0 = substrate-free blank; P34949; activation factor at 20 µM;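 active = activation factor of 2 or more at 20 µM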
Target sequence (P34949 whole entry, looked up): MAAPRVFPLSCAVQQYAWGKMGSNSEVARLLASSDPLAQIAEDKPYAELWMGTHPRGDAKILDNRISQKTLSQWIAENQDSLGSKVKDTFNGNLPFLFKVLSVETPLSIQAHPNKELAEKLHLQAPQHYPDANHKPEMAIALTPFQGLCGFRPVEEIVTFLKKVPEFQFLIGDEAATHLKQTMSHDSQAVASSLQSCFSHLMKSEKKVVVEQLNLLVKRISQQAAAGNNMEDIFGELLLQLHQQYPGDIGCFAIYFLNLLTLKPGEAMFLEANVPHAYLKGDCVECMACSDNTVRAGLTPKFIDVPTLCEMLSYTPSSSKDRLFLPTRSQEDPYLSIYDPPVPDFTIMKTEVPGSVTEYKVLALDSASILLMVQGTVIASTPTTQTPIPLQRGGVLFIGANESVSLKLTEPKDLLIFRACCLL
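Material: human phosphomannose isomerase with PGI, G6PDH, diaphorase coupling enzymes / Reagent: Man-6-P substrate 1.0 mM / Dosing: single compound dose of 20 µM, 1% DMSO final / Incubation: enzyme reaction with compound 20 min at room temperature / Signal: resorufin fluorescence (Ex 544/Em 590 nm) from resazurin via diaphorase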
G6PDH counter: L. mesenteroides G6PDH inhibition counter-screen; Purified L. mesenteroides G6PDH, diaphorase/resazurin coupled fluorescence, 45 min; inhibition, % at 5 µM; 0.12% of 200,000 active; in the data active = inhibition above about 50%
HMGR II inh: blocks class II HMG-CoA reductase of Enterococcus faecalis; AID 1066; inhibition, % at 10 µM; purified E. faecalis HMGR, NADPH absorbance 340 nm kinetic; 0.41% of 190,000 active;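 active = inhibition above a set limit, the median over all tested compounds plus 3 SD, cut at about 9.5% in these data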;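 also: enzyme runs in reverse so mevalonate oxidation gives rising NADPH absorbance; 0% = complete reaction with DMSO and 100% = background rate lacking mevalonate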
Diaph act CS: diaphorase activation or chemical reduction counter-screen; 0.005% of 190,000 active; Diaphorase/resazurin coupled assay, resorufin fluorescence, 16 min; stronger effect = higher value; 1 = vehicle wells, 0 = NADH-free wells; activation factor at 20 µM;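 active = diaphorase activity raised at least twofold by the compound at 20 µM; inactive = activation factor below 2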
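Material: purified diaphorase enzyme from Clostridium kluyveri / Medium: HEPES pH 7.4 buffer with MgCl2 and Tween 20 / Schedule: enzyme reaction of 16 min at room temperature / Measured by: resorufin fluorescence, excitation 544 nm, emission 590 nm / Evaluation: rise in resorufin formation, marking diaphorase activation or chemical reduction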
TNAP act hiacc: TNAP (human) activation, high acceptor | purified TNAP, CDP-star luminescence, 1 M DEA, 30 min; stronger effect = higher value; 0 = EDTA background, 1 = DMSO-only activity | 200,000 tested, under 10 active | AID 1136 | activation factor at 20 µM;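 active = activation factor at least 2 at 20 µM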
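Control set: EDTA negative control, DMSO positive control / Assay system: human TNAP / Quantity: TNAP 1/800 final / Evaluation: TNAP activation factor scaled between EDTA and DMSO control wells / Measured by: luminescent substrate turnover signal / Compound dosing: one dose, 20 µM / Times: 30 min enzyme reaction at room temperature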
TNAP inh hi DEA: TNAP (human) inhibition, high acceptor; purified TNAP, CDP-star luminescence, 1 M DEA; inhibition, % at 20 µM; 0.03% of 200,000 active; AID 1135;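 active = over 50% inhibition of tissue-nonspecific alkaline phosphatase at 20 µM in the single-dose screen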;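 also: plate controls were DMSO wells for no effect and EDTA-quenched wells as full inhibition for full effect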
TNAP inh noacc: TNAP (human) inhibition, acceptor-free conditions; P05186; purified TNAP, CDP-star luminescence, 30 min; inhibition, % at 20 µM; 0.26% of 200,000 active; AID 1012;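 active = tissue-nonspecific alkaline phosphatase inhibition above about 50% at 20 µM in the single-dose screen, limit read from the data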;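 also: 0% = DMSO negative control and 100% = EDTA positive control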
PMI act: activators of human phosphomannose isomerase; purified human PMI, coupled resazurin fluorescence, 20 min; stronger effect = higher value; 1 = vehicle control, 0 substrate-free wells; 0.005% of 190,000 active; activation factor at 20 µM; P34949; AID 1214;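 active = activation factor of 2 or more at 20 µM, relative to plate controls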
Diaph inh CS: counter-screen for diaphorase-based assays: diaphorase inhibitors and chemical oxidizers | 0.69% of 190,000 active | diaphorase resazurin-to-resorufin fluorescence, NADH, 16 min; bacterial (C. kluyveri) enzyme, not human | AID 1217 | inhibition, % at 20 µM;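 active = primary screen inhibition at 20 µM above a set limit, cut at about 50% in these data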;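 also: plate controls were DMSO with full reaction for no effect and wells lacking NADH for full effect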
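material = Clostridium kluyveri diaphorase enzyme | amount = 0.14 U/mL diaphorase, enzyme working solution | schedule = incubation 16 min, room temperature | detection = fluorescence of resorufin formed from resazurin, Ex 544/Em 590 nm | benchmarks = positive control minus NADH, DMSO neutral control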
FLuc stim CS: affects firefly luciferase, flagging false hits in luciferase stimulation screens; activation factor at 10 µM; 200,000 tested, under 10 active; ATPlite luciferase biochemical, luminescence, 10 min; 0 = ATP-free wells, 1 = DMSO control;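 active = luciferase activation factor, scaled between plate controls, of at least 2 with compound at 10 µM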
Target sequence (P08659 whole entry, looked up): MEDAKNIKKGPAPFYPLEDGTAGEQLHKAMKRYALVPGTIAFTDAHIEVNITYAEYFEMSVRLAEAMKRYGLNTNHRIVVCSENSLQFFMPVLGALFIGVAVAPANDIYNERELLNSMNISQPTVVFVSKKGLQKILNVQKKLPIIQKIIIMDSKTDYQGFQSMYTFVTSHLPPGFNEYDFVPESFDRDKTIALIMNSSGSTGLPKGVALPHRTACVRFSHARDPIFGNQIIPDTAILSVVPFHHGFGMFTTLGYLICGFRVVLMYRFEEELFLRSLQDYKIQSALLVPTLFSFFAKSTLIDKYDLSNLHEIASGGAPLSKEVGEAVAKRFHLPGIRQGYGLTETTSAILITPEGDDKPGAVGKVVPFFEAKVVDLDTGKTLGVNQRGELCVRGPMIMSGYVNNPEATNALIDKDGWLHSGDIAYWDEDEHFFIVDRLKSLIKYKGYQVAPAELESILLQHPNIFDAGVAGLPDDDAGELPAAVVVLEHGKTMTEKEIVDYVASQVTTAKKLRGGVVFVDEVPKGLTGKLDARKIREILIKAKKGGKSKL
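System: luciferase plus luciferin reagent, cell-free; medium: PBS as buffer for the ATP substrate; dosing: test compounds dosed from 2 mM stocks in 100% DMSO; timing: 10 min post-reagent at room temperature; measured by: luminescence measurement of luciferase light output; evaluation: luciferase activation, seen as luminescence increase over controls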
Active calls of the source: *.

Compound | PMI act satM6P | G6PDH counter | HMGR II inh | Diaph act CS | TNAP act hiacc | TNAP inh hi DEA | TNAP inh noacc | PMI act | Diaph inh CS | FLuc stim CS
CC(C)CC(NC(=O)C1CCC(C)CC1)C(=O)NCc1ccco1 (stereo unspecified) | 1 | 1.7 | -0.9 | 1 | 1 | -1.3 | -11.6 | 1.2 | 4.9 | 1
COc1ccccc1C(=O)NC(=S)Nc1ccc(S(=O)(=O)N2CCN(C)CC2)cc1 | 1 | -10.2 | -0.2 | 0.9 | 0.9 | 7.7 | 5.4 | 1 | 11.1 | 1
CCN(CC)c1ncnc2c1sc1nc(C)cc(C)c12 | 0.8 | 11.6 | -1.8 | 0.8 | 1.1 | -8.0 | -9.4 | 0.9 | 22.4 | 1
Cc1nc2ncnn2c(C)c1CCC(=O)NCCc1ccccc1 | 1.2 | 8.5 | 4.1 | 1 | 1.1 | -9.4 | 2.3 | 1 | 0.0 | 1.1
CC1(C)CC2CC(C)(CN2C(=S)Nc2ccccc2)C1 (stereo unspecified) | 0.9 | 11.6 | 3.2 | 0.9 | 1 | -2.8 | -10.2 | 0.9 | 7.9 | 1
Cc1ccc(C)c(OCC(=O)Nc2cccc(C(=O)O)c2)c1C | 0.9 | 1.6 | -2.0 | 0.8 | 1.1 | -5.5 | -13.6 | 0.9 | 21.3 | 1
CC(NC(=O)CSc1nc2c(cc1C#N)CN(C)CC2)c1ccccc1 (stereo unspecified) | 1.4 | 16.0 | -4.5 | 0.8 | 1 | 0.9 | -1.8 | 1.5 | 21.9 | 1
O=C(NCc1ccco1)C1CC(=O)N(c2ccc(Cl)cc2)C1 (stereo unspecified) | 1 | 2.7 | 3.6 | 0.9 | 1 | -0.9 | -23.8 | 1 | 10.7 | 1
Cc1noc(C)c1COC(=O)c1ccccc1NC(=O)c1ccco1 | 0.9 | -0.3 | -5.6 | 0.9 | 1 | 1.7 | -2.6 | 1 | 10.9 | 1
O=C(Cc1c[nH]c2ccccc12)N1CCc2ccccc21 | 0.9 | -2.4 | -0.5 | 0.8 | 1 | -1.4 | -9.5 | 0.9 | 16.2 | 1
COc1cccc(N2C(=O)C(O)=C(C(C)=O)C2c2ccc(OC)c(OC)c2)c1 (stereo unspecified) | 1.2 | 5.3 | 0.8 | 0.9 | 1 | 1.4 | -1.5 | 1 | 11.4 | 1
COc1ccc(CCNC(=O)Cc2cccs2)cc1 | 0.9 | -2.7 | 4.1 | 0.8 | 1 | -1.6 | -4.9 | 1 | 17.7 | 1.1
CCN(C(=O)COC(=O)c1cc(-c2ccccc2)nc2ccc(Br)cc12)C1CCS(=O)(=O)C1 (stereo unspecified) | 0.9 | 0.6 | 0.7 | 0.8 | 1 | 2.6 | -3.9 | 0.9 | 18.4 | 1
Cc1[nH][nH]c(=O)c1C(c1ccc(-c2ccc(Cl)cc2)o1)c1c(C)[nH][nH]c1=O | 1.4 | 21.1 | 11.6* | 0.6 | 0.9 | 10.3 | -57.7 | 1 | 37.6 | 1.1
OCC1(Cc2ccccc2)CCCN(Cc2ccc3c(c2)OCCO3)C1 (stereo unspecified) | 0.9 | 4.8 | 0.4 | 0.9 | 1.1 | -6.1 | -12.0 | 0.9 | 14.9 | 1.1
O=c1cc(CN2CCOCC2)c2c(ccc3ccccc32)o1 | 1 | 1.0 | -4.4 | 0.9 | 1 | -3.7 | -7.0 | 1 | 9.9 | 1
CCOc1ccc(S(=O)(=O)Nc2ccc(C(=O)N/N=C(\C)c3ccc(-n4ccnc4)cc3)cc2)cc1 | 1.1 | 6.7 | -2.7 | 1.1 | 1.1 | -5.8 | 13.2 | 1.1 | -6.2 | 1
O=C(O)CSc1nnc(Cc2ccccc2)n1Cc1ccccc1 | 1 | 8.2 | 2.5 | 0.9 | 1 | 1.1 | -2.5 | 0.9 | 13.1 | 1
CC(C)(C)NC(=O)C(OC(=O)c1cccs1)c1ccc(C#N)cc1 (stereo unspecified) | 1.1 | 8.5 | -8.1 | 1 | 1 | -2.7 | -6.3 | 1 | 0.4 | 1.1
Fc1ccc(COc2ccc(Br)cc2CNCc2ccncc2)cc1 | 1.1 | 4.2 | 1.6 | 0.9 | 1 | -4.6 | -13.6 | 1 | 10.6 | 1.1
CCOC(=O)c1ccc(NC(=O)C(C)Sc2nc(O)c(-c3ccccc3)c(=O)[nH]2)cc1 (stereo unspecified) | 0.9 | 6.2 | 7.1 | 0.9 | 1 | 0.4 | -13.4 | 1 | 8.8 | 1
COc1ccc(S(=O)(=O)N(C)C2CCS(=O)(=O)C2)cc1OC (stereo unspecified) | 0.8 | 8.0 | -5.5 | 0.8 | 1 | -0.1 | -6.0 | 0.9 | 16.6 | 1
CCOC(=O)N1CCN(Cc2nc3c(c(=O)[nH]c(=O)n3C)n2CCCc2ccccc2)CC1 | 1 | 6.7 | -5.5 | 1.1 | 1 | -3.5 | -2.9 | 1 | -5.9 | 1
O=C1C=C(OCc2ccccc2)CN1 | 1 | -2.4 | -8.8 | 0.9 | 1 | -3.5 | -18.0 | 0.9 | 10.9 | 1
CNC(=O)Nc1ccc2snnc2c1 | 1.1 | -1.0 | 2.2 | 0.9 | 1.1 | -7.6 | -5.6 | 1.1 | 6.7 | 1
O=C(O)CCCNC(=O)c1cccc(C(=O)NCCCC(=O)O)n1 | 1 | -2.6 | -0.7 | 0.9 | 1.1 | -6.1 | -6.6 | 1 | 6.8 | 1.1
O=C(NCC1CCCO1)c1cncc(Br)c1 (stereo unspecified) | 0.9 | 5.8 | -5.1 | 1 | 1 | 1.3 | -10.0 | 0.8 | 3.9 | 1
Cc1cc(NC(=O)Cn2c(=O)n(Cc3ccccc3)c(=O)c3ccccc32)no1 | 0.9 | 12.7 | 2.5 | 1 | 1 | 1.6 | -3.4 | 1 | -2.7 | 1
CC1(C)NC(=O)N(CCOCCOc2ccc3ccccc3c2Br)C1=O | 0.9 | 6.2 | 1.1 | 0.9 | 1 | -2.7 | -4.6 | 0.9 | 12.6 | 1
CCn1c(C)c(C)c2cc(C(=O)Nc3cccc(Cl)c3)ccc21 | 0.8 | 3.6 | 0.1 | 0.8 | 1.1 | -6.1 | -11.8 | 0.8 | 16.3 | 1.1
CC(=N\Nc1ccc(Cl)cc1)/C(=N/O)C(=O)Nc1ccccc1 | 1 | -0.1 | -3.0 | 0.8 | 1 | -3.5 | -3.4 | 1 | 20.0 | 1.1
O=C(O)c1ccc(NC2=C(N3CCOCC3)C(=O)c3ccccc3C2=O)cc1 | 1.5 | 10.4 | -3.1 | 1 | 1 | -2.6 | 6.7 | 1.6 | 0.0 | 1
COc1cc(/C=C/c2nnc3c4ccccc4ncn23)cc(OC)c1OC | 0.8 | -12.6 | -8.2 | 0.9 | 1 | -4.0 | -16.6 | 0.8 | 10.7 | 1
COc1cccc(N2CCN(Cc3nnnn3C3CCCCC3)CC2)c1 | 0.9 | 5.9 | 0.3 | 1 | 1 | -0.5 | -4.7 | 0.9 | 4.4 | 1
O=C1Nc2ccccc2C12Nc1ccccc1S2 (stereo unspecified) | 0.7 | 1.1 | -4.3 | 0.9 | 1 | -0.3 | 21.5 | 0.4 | 8.0 | 1
N/C(=N\OC(=O)c1cc(-c2ccccc2)nc2ccccc12)c1ccccn1 | 0.9 | 17.5 | -3.1 | 0.9 | 1 | -1.7 | 3.6 | 0.9 | 13.0 | 0.9
COc1ccc(Cl)cc1NC(=O)C/C(C)=N/NC(=O)CC#N | 1 | -8.0 | -1.8 | 1 | 1 | -4.9 | -7.5 | 1 | 3.6 | 1.1
CC(=O)NC(Cc1ccc(C)cc1)C(=O)NC1CCN(C(=O)c2ccc([N+](=O)[O-])cc2)CC1 (stereo unspecified) | 1 | 1.4 | 4.1 | 1 | 1 | -1.8 | -5.4 | 0.9 | 4.7 | 1
COc1ccc(CCNC(=O)/C(=C/c2cccnc2)NC(=O)c2ccccc2)cc1OC | 1 | 5.9 | 2.5 | 1 | 1 | -0.8 | -7.4 | 1 | -4.4 | 1
CCC(C)C(=O)N1c2ccccc2C(=C2SC(C(=O)OC)=C(C(=O)OC)S2)C(=S)C1(C)C (stereo unspecified) | 0.5 | -27.8 | 3.5 | 0.9 | 0.8 | 19.4 | 21.9 | 0.4 | 8.3 | 1
Cn1nc([N+](=O)[O-])nc1Oc1ccccc1 | 1 | 4.4 | 0.8 | 0.9 | 1.1 | -5.5 | -7.2 | 0.9 | 10.0 | 1
Cc1nc2cc(C(=O)NCCN3CCOCC3)ccc2n1-c1ccc(F)cc1F | 1 | 5.9 | 3.3 | 0.9 | 1 | 0.4 | 1.4 | 1 | 7.2 | 1
O=C(CCNS(=O)(=O)c1ccc(Cl)cc1)NCc1cccs1 | 1 | 17.0 | -3.9 | 0.9 | 1 | 0.6 | -6.6 | 1 | 5.9 | 1
CCOC(=O)c1ccccc1NC(=S)N1CC(C)CC(C)C1 (stereo unspecified) | 0.9 | -19.7 | -5.0 | 0.9 | 1 | 2.6 | -6.8 | 0.9 | 9.1 | 1
C/C(NC1CCCC1)=C(/C#N)C(N)=O | 0.9 | 3.5 | -1.8 | 0.9 | 1 | -3.6 | -6.5 | 0.9 | 7.9 | 1.1
COc1ccc(NC(=S)Nc2cccc(Cl)c2)cc1OC | 0.4 | 9.8 | -3.3 | 0.8 | 1 | -3.7 | -5.4 | 0.8 | 24.0 | 1.1
Cc1ccccc1OCCSc1nnc(-c2ccncc2)n1C | 1.1 | 6.2 | -1.6 | 1 | 1 | -4.5 | -0.6 | 1.1 | 0.0 | 1.1
Cc1ccsc1/C=N/NC(=O)c1cc(-c2ccncc2)nc2ccccc12 | 1.1 | 4.9 | -3.1 | 1.1 | 1.1 | -5.9 | -0.7 | 1 | -10.7 | 1
CN=c1scc(-c2ccc(F)cc2)n1/N=C/c1ccc(O)c(O)c1 | 0.8 | 17.8 | 3.0 | 0.5 | 0.8 | 18.7 | 69.7* | 0.5 | 50.4* | 0.1
